Source: PubChem BioAssay
Shn3 3UTR inh: reduces Shn3 3'UTR luciferase signal in osteoblasts; inhibition, % at 12.5 µM; 360,000 tested, 0.52% active; Clone20 osteoblast Shn3 3'UTR firefly luciferase, 24 h;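 active = mean inhibition of at least 75% with every replicate also reaching 75%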;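 note: 0% = median of neutral control wells and 100% = pilot-screen positive control compound; some compounds past the cut are filed as inactive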
CF NFkB inh: blocks PAF-induced NF-kB reporter in cystic fibrosis cells | 360,000 tested, 0.86% active | KKLEB NF-kB-GFP reporter, GFP fluorescence overnight | AID 588850 | inhibition, % at 5 µM;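 active = at least 50% inhibition at 5 µM, scaled per plate between neutral and stimulator controls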;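 note: PAF is a Pseudomonas aeruginosa culture filtrate used as stimulus; plate controls were PAF-stimulated DMSO wells for no effect and unstimulated DMSO wells for full effect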
NR2E3 ag-1: activates human photoreceptor nuclear receptor NR2E3; AID 2300; inhibition of corepressor binding, % at 4.78 µM; 320,000 tested, 0.12% active; Q9Y5X4; GST-NR2E3/biotin-RetCOR TR-FRET, 1536-well;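 active = percent inhibition above the cutoff of mean plus 3 SD of all tested compounds, set per screening campaign, cut at about 20% in these data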;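 note: 0% = DMSO wells and 100% = biotin wells as full block of FRET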
Target sequence (Q9Y5X4 whole entry, looked up): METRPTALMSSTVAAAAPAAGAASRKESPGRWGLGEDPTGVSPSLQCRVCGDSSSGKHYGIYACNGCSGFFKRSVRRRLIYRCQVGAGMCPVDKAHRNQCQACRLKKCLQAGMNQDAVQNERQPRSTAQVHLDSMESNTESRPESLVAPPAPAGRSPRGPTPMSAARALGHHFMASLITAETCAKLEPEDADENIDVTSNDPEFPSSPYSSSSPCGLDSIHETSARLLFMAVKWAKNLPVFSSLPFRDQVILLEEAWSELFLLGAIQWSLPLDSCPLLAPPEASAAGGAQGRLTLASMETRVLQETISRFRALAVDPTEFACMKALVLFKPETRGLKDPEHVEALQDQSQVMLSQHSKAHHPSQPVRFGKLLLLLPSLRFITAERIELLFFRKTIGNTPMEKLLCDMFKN
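Material: NR2E3–RetCOR corepressor complex | Quantity: 1.35 nM GST-tagged NR2E3 final | Schedule: 5 h at 4 °C | Replication: Singlicate compound wells | Reagent: RetCOR corepressor, biotinylated, 7 nM | Controls: Biotin wells as high control, 0.6% DMSO wells as low control | Signal: TR-FRET, Eu(K)-anti-GST donor, streptavidin-D2 acceptor, ex 340, em 617/671 nm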
MITF TRPM1 inh: MITF TRPM1 promoter inhibition in SK-MEL-5 cells | SK-MEL-5 TRPM1 promoter luciferase, 24 h | inhibition, % at 12.5 µM | 330,000 tested, 0.83% active | AID 488899;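 active = mean inhibition across replicates of 60% or more, whatever share of single replicates reaches that level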; note: values of inactives mirror those of a sister screen read the other way
CaV13 ICDI inh: Primary screen for inhibitors of IQ motif and Ca2+-dependent inactivation inhibitor domain binding in CACNA1D, Förster resonance energy transfer in living cells, …; HEK cells, CFP/YFP FRET ICDI-IQ, plate reader, 10 min; percent FRET-ratio fall versus neutral wells; AID 743397; 340,000 tested, 0.098% active; inhibition, % at 12.3 µM;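 active = mean replicate inhibition of at least 30% and at least 1% of replicates passing that level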;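 note: 0% = median of the neutral control wells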
PDI turbidity: PDI (human) enzyme inhibition | inhibition, % at 10 µM | AID 588391 | 350,000 tested, 0.052% active | P07237 | PDI insulin aggregation turbidity, A650, 90 min;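 active = mean inhibition across replicates of 30% or more, whatever share of single replicates reach that level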;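 note: absorbance from insulin aggregation driven by PDI reduction with DTT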
Target sequence (P07237 whole entry, looked up): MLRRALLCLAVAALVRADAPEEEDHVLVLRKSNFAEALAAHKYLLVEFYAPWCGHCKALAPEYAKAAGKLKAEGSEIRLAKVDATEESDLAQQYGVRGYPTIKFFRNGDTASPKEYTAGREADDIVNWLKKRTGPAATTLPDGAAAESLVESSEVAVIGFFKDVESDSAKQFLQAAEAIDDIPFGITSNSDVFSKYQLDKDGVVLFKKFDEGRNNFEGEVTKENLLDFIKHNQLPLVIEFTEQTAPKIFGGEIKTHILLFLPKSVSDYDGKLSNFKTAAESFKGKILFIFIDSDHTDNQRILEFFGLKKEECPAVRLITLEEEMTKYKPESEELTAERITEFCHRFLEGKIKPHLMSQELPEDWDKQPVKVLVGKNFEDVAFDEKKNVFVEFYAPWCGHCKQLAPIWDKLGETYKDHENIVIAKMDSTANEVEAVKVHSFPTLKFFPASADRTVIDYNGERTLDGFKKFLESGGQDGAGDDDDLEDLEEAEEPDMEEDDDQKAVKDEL
NR2E3 ag-2: agonists of human NR2E3 nuclear receptor | Q9Y5X4 | CHO-S Gal4-NCOR/VP16-NR2E3 two-hybrid, luciferase | inhibition of corepressor binding, % at 3.98 µM | 360,000 tested, 0.35% active | AID 602229;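 active = inhibition above the mean of all tested compounds plus 3 SD, cut at about 70% in these data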;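 note: 0% = DMSO with NR2E3 transfected cells and 100% = cells lacking NR2E3 construct; higher means lower luciferase signal from less NR2E3 corepressor binding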
HIF-2a inh: inhibitors of HIF-2a | 786-0 RCC cells HIF-2a reporter, luciferase luminescence, overnight | inhibition, % at 18.8 µM | 360,000 tested, 0.72% active;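 active = inhibition of the luminescence signal of 40% or more relative to plate controls, in a single-dose primary screen at 18.75 µM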
Vif imaging: HIV Vif inhibition; HEK293T cells, Vif self-association by quenched fluorescence, imaging, 24 h; 340,000 tested, 0.35% active; inhibition, % at 7.49 µM; in the data active = inhibition above about 50%, passing the limit was not always enough; note: some results filed as inactive read as strong as hits
KKLEB tox: counter-screen for CF NF-kB inhibitors: cytotoxicity; KKLEB CF airway cells viability, ATPlite luminescence, overnight; hits give low values; cells stimulated with P. aeruginosa culture filtrate; activity change (cytotoxicity), % at 5 µM; 360,000 tested, 0.36% active;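 active = corrected activity change at or below -50% at 5 µM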
Peg3 promoter: inhibitors of Peg3 promoter. inhibition, % at 20 µM. HeLa PEG-Prom luciferase reporter, luminescence, overnight. 360,000 tested, 1.7% active;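 active = inhibition of at least 50% at 20 µM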
* = called active by the depositor; x = no result given; & = joins results of further samples.

canonical_smiles	Shn3 3UTR inh	CF NFkB inh	NR2E3 ag-1	MITF TRPM1 inh	CaV13 ICDI inh	PDI turbidity	NR2E3 ag-2	HIF-2a inh	Vif imaging	KKLEB tox	Peg3 promoter
C=CC(=O)N1c2ccccc2Sc2ccc(NC(=O)OCC)cc21	13	80*	-1	23	x	-2	-36	15	15	-20	95*
CC1CCCCC1NC(=O)C1CCC(CNS(=O)(=O)c2ccc(F)cc2)CC1 (configuration not stated)	22	8	-3	x	-5	1	-22	3	-13	3	32
CCn1c(SCC(=O)N2CCCCCC2)nc2c([nH]c3ccccc32)c1=O	-2	0	-3	26	-3	1	-19	14	-9	8	16
COC(=O)CC1COc2ccccc2N1C(=O)c1cccc(C(F)(F)F)c1 (configuration not stated)	13	6	1	17	-1	-2	-21	2	-3	-1	7
Cc1ccc(-n2ncc3c2CC(C)(C)CC3NC(=O)CCCN2CCCC2=O)cc1 (configuration not stated)	-1	22	-6	-2	-3	0	-19	0	-10	-12	10
CCC(=O)Nc1cccc(NC(=S)NC(=O)c2ccccc2Cl)c1	-18	-1	0	-33	-7	0	-56	-206	-6	-26	-161
COc1ccc(OC)c(NS(=O)(=O)c2ccc(NC(C)=O)cc2)c1	14	4	0	-1	-6	5	-10	23	4	-8	13
CN(Cc1ccccc1)c1nc2c(c(=O)[nH]c(=O)n2C)n1Cc1ccccc1Cl	29	14	0	-6	-7	-4	5	29	-5	-16	17
COC(CNC(=O)C1CCN(C(=O)c2cc3oc(C)cc3n2Cc2c(F)cccc2Cl)CC1)OC	23	-9	-1	-2	-5	-11	12	6	55*	12	16
COC(=O)N[C@@H]1C[C@H]2[C@@H]3CC[C@H]4C[C@@H](OC)CC[C@]4(C)[C@H]3CC[C@]12C	21	-9	3	-7	-4	0	14	10	0	-8	17
COc1ccc(S(=O)(=O)N2CCc3ccccc32)cc1C(=O)Nc1ccc(C(N)=O)cc1	5	9	0	-3	-4	-12	-29	28	8	-3	35
Cc1ncoc1C(=O)N1CCCC(C(=O)c2ccc(C(F)(F)F)cc2)C1 (configuration not stated)	25	2	4	-30	0	19	-34	-151	-4	4	-94
Cn1c(CC(=O)Nc2ccccc2F)nnc1SCC(=O)NC1CCCC1	4	2	4	-4	-2	-15	-1	15	14	7	-4
CNC(=O)NC(=O)CSc1nc2sccc2c(=O)n1-c1ccccc1	0	-22	1	1	-4	-3	4	16	-16	6	6
Cn1c(=O)c(C(=O)CN2CCc3ccccc32)c(N)n(Cc2ccccc2)c1=O	5	-9	-4	12	-10	-20	-4	12	-6	6	9
COc1cccc(CN2CCN(Cc3cccn3-c3cccnc3)CC2CCO)c1 (configuration not stated)	6	-8	0	10	-20	9	34	7	-4	-6	-6
CCCCOC(=O)C1=C(C)NC(=O)NC1c1ccc([N+](=O)[O-])s1 (configuration not stated)	26	-20	-2	-12	-2	23	6	11	0	3	0
Cn1cnc(S(=O)(=O)N2CCCCC2c2cc(C(=O)Nc3ccc(F)c(Cl)c3)no2)c1 (configuration not stated)	-22	-12	x	x	-5	1	-88	-182	-8	6	-149
Cc1cc(C)cc(N2CCCC2=O)c1	-14	-13	-2	-1	-5	13	21	11	-14	-11	13
C=C(C)C(=O)Nc1cccc(C2=NOC3(C2)C[C@@H](C(N)=O)N(C(=O)/C(C)=C/C)C3)c1 (some centres not stated)	6	-7	-24	0	-10	2	-70	8	-4	1	0
CCN(C[C@H]1N[C@@](CC)(C(=O)OC)[C@H]2C(=O)N(C)C(=O)[C@@H]12)C(=O)NC(C)C	-4	-11	x	2	-5	-3	-20	3	-3	9	-11
CCCCn1c(N)c(N(CC(C)C)C(=O)c2cccc(S(=O)(=O)N(C)c3ccc(C)cc3)c2)c(=O)[nH]c1=O	-15	-10	0	0	x	-5	3	5	-3	2	10
FC(F)(F)c1cccc(Nc2cc(-c3ccccc3)nc3ncnn23)c1	8	-3	-1	0	-2	-4	4	24	-4	-6	3
CC(=O)Nc1ccc(NC(=O)CSc2nnc(C3CC3)n2-c2ccccc2)cc1	-31	24	5	1	-6	4	-12	-4	2	-8	4
Cc1ccccc1N(CC(=O)Nc1ccc(F)cc1)S(C)(=O)=O	-4	-4	1	0	x	-2	-6	-48	18	15	-34
CCOc1cccc(OCCOCCNC(C)(C)C)c1	-17	-5	-2	0	-3	-1	11	9	13	-1	4
COCCNC(=O)c1onc(CSc2ccccc2)c1C(=O)O	-113	-2	2	-13	-4	-3	-38	5	-4	-16	-3
CC(C)(C)c1nn(-c2ccccc2)c2[nH]c(=O)c(CNCc3ccco3)cc12	-1	-4	1	67*	x	-2	-3	27	-1	12	-10
COc1ccc(C(=O)NNC(=O)CSc2nc3c([nH]2)c(=O)n(C)c(=O)n3C)cc1	-3	24	-4	3	2	-5	12	-2	-5	-3	3
Cc1ccc(Nc2nc(N)nc(CSc3nncn3C)n2)cc1	-26	-14	-3	-16	x	7	-32	-143	-2	10	-73
CCOC(=O)NCC(C#CCN(CC)CC)N(CC)CC (configuration not stated)	-11	-11	-2	-11	x	7	-33	6	9	9	15
O=C(Nc1cccc(-c2nc3cccnc3s2)c1)C1c2ccccc2Oc2ccccc21	43	7	x	6	-3	x	-2	-27	-12	-6	-12
CC1(C)CC2(CCO1)OC(=O)CC2C(=O)Nc1c(Cl)cccc1Cl (configuration not stated)	-1	2	-2	8	3	3	3	9	2	-3	12
COc1ccc2c3c1OC1CC(O)C=CC31CCN(C)C2 (configuration not stated)	-1&-4	-7&-10	1&1	8&-8	-6	8	-18&7	19&8	0&-6	-1&12	3&2
Cc1cccc(NC2=C(C#N)C(=O)NC3(CCCC3)S2)c1	7	-42	0	10	-3	-3	-33	0	13	5	12
CCOC(=O)c1cnc2cc(C)ccn2c1=O	-13	-7	3	-11	-2	-1	-13	-43	-2	4	-44
CC(C)OCCCNS(=O)(=O)c1ccc2c(c1)OCCO2	-6	6	0	-5	-5	1	9	7	0	0	0
COc1cc(Cl)cc(/C=C/c2ccc3cccc(O)c3n2)c1OC	11	-25	-1	-9	-4	-5	10	-83	0	-9	-79
Cc1cccc(N(C)C(=O)c2coc(=O)c3ccccc23)c1	-9	2	4	1	-4	-14	-1	14	13	-2	15
Nc1cc(=O)[nH]c(SCCSc2ccccc2F)n1	3	-10	3	52	-4	7	10	-14	-7	2	22
CN=Cc1c(NC)nc2c(C)cccn2c1=O	5	-50	0	8	-2	1	-31	-4	-4	13	3
CN(C)C(CNC(=O)CSc1nc2sc3c(c2c(=O)n1C)CCC3)c1ccccc1 (configuration not stated)	27	-1	2	-3	-6	13	-2	-5	x	23	-11
O=C(CCNC(=O)c1ccco1)Nc1nc(-c2ccccc2)cs1	-63	-22	x	x	-5	-16	-159	-238	3	1	-291
CSc1ccc(CN(C)C(=O)CN2C(=O)NC3(CCCC3)C2=O)cc1	9	16	-1	-3	-6	3	8	8	3	-8	-13
CC1CC(C)(C)NC(=S)N1CCCC(=O)N1CCN(c2ccc(F)cc2)CC1 (configuration not stated)	-10	-22	-1	-1	-6	-1	-18	9	2	9	7
Cc1cccc(N)c1SC1CCCCC1O (configuration not stated)	1	3	0	7	-16	-11	11	20	3	-22	5
O=C(c1ccc(-c2ccccc2Cl)o1)N1CCCC(C(F)(F)F)C1 (configuration not stated)	-91	-9	0	-78	-6	-1	-85	-283	-7	-17	-242
COc1cc(NS(=O)(=O)c2ccc(NC(=S)NC(=O)c3ccc(F)c(F)c3)cc2)nc(OC)n1	-5	-7	-1	2	-3	-14	2	13	0	7	-4
Cc1ccc(S(=O)(=O)C2(C(=O)Nc3ccc(C(C)C)cc3)CC2)cc1	-23	2	1	-15	-15	0	-41	-94	-3	-6	-70
O=C(c1cnc2n(c1=O)CCS2)N1CCCc2ccccc21	8	2	3	-3	-7	-12	8	13	x	-1	-2
Cc1nn(Cc2ccccc2Cl)c(C)c1NC(=O)/C=C/c1cnn(C)c1	-3	-2	2	3	-7	-4	-13	17	5	1	-18
C=CCN1C(=NC(=O)CCC)SC2CS(=O)(=O)CC21 (configuration not stated)	1	1	-1	14	-4	-1	-21	1	-1	-20	13
CCc1nc2c(OCC(=O)c3ccc(Cl)cc3Cl)cccn2c1N(C)C(=O)COc1ccccc1	21	-20	x	x	-10	15	-31	-9	-8	-1	27
CC(C)[C@H](NC(=O)[C@@H]1Cc2ccccc2CN1)C(=O)Nc1ccc2c(c1)OCCO2	-18	6	3	12	-4	-5	-17	-27	-11	-11	-26
COc1cccc(C2C(C(=O)c3cc4cccc(OC)c4o3)=C(O)C(=O)N2c2cc(C)on2)c1OC (configuration not stated)	-4	5	14	5	-5	-2	-52	7	18	-3	-6
Fc1ccc(-c2cc(C(F)(F)F)nc(-n3cc(Cl)cn3)n2)cc1	8	10	1	-15	-16	-11	13	-18	-3	-10	-18

(listing goes on)
canonical_smiles	Shn3 3UTR inh	CF NFkB inh	NR2E3 ag-1	MITF TRPM1 inh	CaV13 ICDI inh	PDI turbidity	NR2E3 ag-2	HIF-2a inh	Vif imaging	KKLEB tox	Peg3 promoter
NC(=S)Nc1c(Cl)cccc1Cl	2	0	4	9	3	-6	4	19	8	-1	0
O=C(NC1CCCC1)c1c[nH]c2ccc(F)cc2c1=O	10	6	4	3	-4	-16	-12	-50	x	2	-23
Cc1ccc(C)c(S(=O)(=O)NCc2ccc(C(=O)NCc3ccco3)cc2)c1	3	-5	2	-2	-4	-4	-8	14	5	2	13
CNc1nc(Cl)c(SC)c(NCc2cccc(OC)c2)n1	28	0	0	-5	-4	10	-8	2	-6	7	4
CCN(C(=O)COC(=O)CNC(=O)c1ccc(Cl)cc1Cl)c1c(N)n(Cc2ccccc2)c(=O)[nH]c1=O	-4	6	x	-5	-16	1	2	9	-1	-9	11
O=C(COc1ccc(Cl)cc1Br)NC(=O)NC1CCCC1	-101	-3	x	-151	-4	4	-133	-331	-2	-15	-439
Fc1ccc(-c2ccnc3nc(N4CCOCC4)nn23)cc1	11	2	1	0	-5	-4	-9	18	9	3	10

Two entries from above, with two lines to a compound:
Every second line gives: Shn3 3UTR inh	CF NFkB inh	NR2E3 ag-1	MITF TRPM1 inh	CaV13 ICDI inh	PDI turbidity	NR2E3 ag-2	HIF-2a inh	Vif imaging	KKLEB tox	Peg3 promoter
- Cc1ccc(C)c(S(=O)(=O)NCc2ccc(C(=O)NCc3ccco3)cc2)c1
    3	-5	2	-2	-4	-4	-8	14	5	2	13
- CNc1nc(Cl)c(SC)c(NCc2cccc(OC)c2)n1
    28	0	0	-5	-4	10	-8	2	-6	7	4
